High-throughput results from PubChem BioAssay.
697 NFkB inh – lowers PMA/ionomycin-induced NF-kB signal in 697 B cells; 330,000 compounds, 0.33% hits; 697 B-cell NF-kB luciferase reporter, 16 h; inhibition, % at 4 µM; in the data active = inhibition above about 35%
Gli-Sufu block – antagonists of Gli-Sufu signaling | Sufu-KO-LIGHT fibroblasts, Gli luciferase reporter luminescence | inhibition, % at 5 µM | 340,000 compounds, 0.74% hits | AID 588413;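 active = inhibition above about 55%, limit read from the data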;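 also: 0% = DMSO-treated cells and 100% = wells with medium but no cells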
Jurkat NFkB inh – inhibitors of the PMA/ionomycin-induced NF-kB reporter in Jurkat cells; PMA/ionomycin-induced NF-kB luciferase reporter, luminescence; 330,000 compounds, 0.53% hits; inhibition, % at 4 µM
CCR6 antag – CCR6 (human) receptor antagonism. P51684. CHO-K1 CCR6 PathHunter beta-arrestin, luminescence, CCL20-stimulated. inhibition, % at 20 µM. 340,000 compounds, 0.49% hits. AID 493098;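 active = compounds whose inhibition of the agonist-driven luminescence signal at 20 µM reaches about 50%, limit read from the data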;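 also: cells stimulated with CCL20 at 14 nM final; plate controls were DMSO with CCL20 for no effect and DMSO without agonist for full effect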
Apaf-1 inh – human Apaf-1 inhibition | inhibition, % at 20 µM | AID 489030 | reconstituted apoptosome caspase-3 activity, DEVD-Rh110 fluorescence | 330,000 compounds, 0.71% hits; active = inhibition of at least 40% at 20 µM;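 also: plate controls were DMSO wells for no effect and DEVD-CHO caspase inhibitor wells for full effect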
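System – cell-free apoptosome with Apaf-1, procaspase-3 and caspase-9 · Buffer or medium – pH 7.5 Hepes buffer with CHAPS, BSA, DTT · Also added – cytochrome c with DEVD-Rh110 · Times – 30 min compound preincubation, 50 min activation, room temperature · Technique – Rh110 fluorescence intensity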
EBI2 antag – antagonists of human EBI2 receptor; P32249; EBI2 beta-arrestin recruitment, luminescence, 7a,25-OHC stimulated; inhibition, % at 5 µM; 360,000 compounds, 0.81% hits; AID 651636; in the data active = inhibition above about 38%;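 also: enzyme fragment complementation signal reports receptor beta-arrestin coupling in cells; 0% = agonist plus DMSO wells and 100% = wells without agonist; some results beyond the cut were filed as inactive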
UBC13 polyUb – inhibitors of human UBC13 polyubiquitin chain formation; P61088; TR-FRET; inhibition, % at 20 µM; 330,000 compounds, 0.47% hits; AID 485273; in the data active = inhibition above about 45%, passing the limit was not always enough
SENP8 inh – SENP8 protease inhibition; Q96LD8; purified SENP8, Z-RLRGG-aminoluciferin cleavage, luminescence; inhibition, % at 10 µM; 330,000 compounds, 1.2% hits
Numbers without * were called inactive; & = joins results of further samples. Rule as the data show it, unless noted: active = inhibition above about 50%; inactive = the rest. The list is partial (hit frequency here may not be typical).

For O=C(NCC(c1cccnc1)N1CCN(c2ccccc2)CC1)c1ccco1 (stereo not drawn) the results were 697 NFkB inh 8, Gli-Sufu block -8, Jurkat NFkB inh 6, CCR6 antag 9, Apaf-1 inh 0, EBI2 antag -8, UBC13 polyUb -2 and SENP8 inh -3.
`Cc1ccc(OC(=O)c2cncc(Br)c2)c(C)c1` gave 697 NFkB inh -12, Gli-Sufu block -2, Jurkat NFkB inh 4, CCR6 antag -2, Apaf-1 inh 4, EBI2 antag -4, UBC13 polyUb 1 and SENP8 inh -10.
O=[N+]([O-])c1cc(C=Nc2ccc3ccccc3c2)ccc1Br was read as 697 NFkB inh -80, Gli-Sufu block 13, Jurkat NFkB inh -42, CCR6 antag -22, Apaf-1 inh 11, EBI2 antag -2, UBC13 polyUb -14 and SENP8 inh -5.
`CC(=O)c1ccc(N(CC(=O)NCCc2ccccc2)C(=O)c2csnn2)cc1` gave 697 NFkB inh 9, Gli-Sufu block -9, Jurkat NFkB inh 1, CCR6 antag 0, Apaf-1 inh 19, EBI2 antag -2, UBC13 polyUb 1 and SENP8 inh -2.
Screening C/C(=N\OC(=O)c1cccc(C(F)(F)F)c1)c1sc(-c2ccccc2)nc1C returned 697 NFkB inh -129, Gli-Sufu block -96, Jurkat NFkB inh -117, CCR6 antag 11, Apaf-1 inh 9, EBI2 antag 4, UBC13 polyUb 11 and SENP8 inh -5.
`O=C(Cc1cccs1)NCc1ccncc1` gave 697 NFkB inh -5, Gli-Sufu block 21, Jurkat NFkB inh 7, CCR6 antag -6, Apaf-1 inh 0, EBI2 antag -10, UBC13 polyUb 1 and SENP8 inh -2.
Screening NC(=S)N/N=C/C=C/c1ccccc1 returned 697 NFkB inh 9, Gli-Sufu block 6, Jurkat NFkB inh 16, CCR6 antag 11, Apaf-1 inh -1, EBI2 antag -7, UBC13 polyUb -2 and SENP8 inh 5.
COc1ccc(OCC(=O)Nc2ccc(Cl)cc2)cc1 was read as 697 NFkB inh 13, Gli-Sufu block -3, Jurkat NFkB inh 7, CCR6 antag 9, Apaf-1 inh 2, EBI2 antag -8, UBC13 polyUb -14 and SENP8 inh 4.
`COC(=O)Cn1c(=NC(=O)C(C)C)sc2c(C)cc(C)cc21` gave 697 NFkB inh 16, Gli-Sufu block -6, Jurkat NFkB inh 3, CCR6 antag 11, Apaf-1 inh 7, EBI2 antag 0, UBC13 polyUb 10 and SENP8 inh -2.
Screening O=C(Cn1nc(-c2ccccc2)ccc1=O)NCCCN1CCOCC1 returned 697 NFkB inh 5, Gli-Sufu block 4, Jurkat NFkB inh 0, CCR6 antag 9, Apaf-1 inh -12, EBI2 antag -2, UBC13 polyUb 2 and SENP8 inh 8.
For O=C(C1CCCN(Cc2ccccc2)C1)N1CCc2ccccc2C1 (stereo not drawn) the results were 697 NFkB inh 19, Gli-Sufu block 12, Jurkat NFkB inh 1, CCR6 antag 12, Apaf-1 inh -3, EBI2 antag 10, UBC13 polyUb 4 and SENP8 inh -1.
Screening COc1ccc(N2CCN(CCNC(=O)Nc3ccc([N+](=O)[O-])cc3OC)CC2)cc1 returned 697 NFkB inh 23, Gli-Sufu block 24, Jurkat NFkB inh 15, CCR6 antag 2, Apaf-1 inh 8, EBI2 antag -1, UBC13 polyUb 1 and SENP8 inh 4.
Cc1cccc2c(=O)cc(C)n(CC(N)=O)c12 was read as 697 NFkB inh 9, Gli-Sufu block -3, Jurkat NFkB inh -4, CCR6 antag -4, Apaf-1 inh -18, EBI2 antag -3, UBC13 polyUb -3 and SENP8 inh 2.
CC1(C)CC=C(NNC(=O)c2cccnc2)C(=O)C1 was read as 697 NFkB inh 14, Gli-Sufu block 7, Jurkat NFkB inh 8, CCR6 antag 1, Apaf-1 inh -4, EBI2 antag 0, UBC13 polyUb -8 and SENP8 inh -15.
For Cc1cccc(N2CCN(C(C)C(=O)N3CCc4ccccc43)CC2)c1C (stereo not drawn) the results were 697 NFkB inh 9, Gli-Sufu block -4, Jurkat NFkB inh 0, CCR6 antag 7, Apaf-1 inh 26, EBI2 antag -8, UBC13 polyUb -2 and SENP8 inh -4.
Screening C=C1C[C@H]2[C@@H]3C=C(C)C4=CC(=O)CC[C@]4(C)[C@H]3CC[C@]2(C)[C@@]1(OC(C)=O)C(C)=O returned 697 NFkB inh 5, Gli-Sufu block 10, Jurkat NFkB inh 9, CCR6 antag 9, Apaf-1 inh 12, EBI2 antag 5, UBC13 polyUb -9 and SENP8 inh -13.
Screening CCOC(=O)c1cccc(NC(=O)CSc2nnc(-c3cccnc3)n2CC)c1 returned 697 NFkB inh -2, Gli-Sufu block 1, Jurkat NFkB inh -2, CCR6 antag -13, Apaf-1 inh 6, EBI2 antag -2, UBC13 polyUb -4 and SENP8 inh -2.
For O=C(CCn1c(=O)c2ccccc2n(Cc2cc(=O)n3ccccc3n2)c1=O)NCc1ccco1 the results were 697 NFkB inh 10, Gli-Sufu block -9, Jurkat NFkB inh 10, CCR6 antag 7, Apaf-1 inh -2, EBI2 antag -36, UBC13 polyUb 0 and SENP8 inh -4.
`CSc1c(CC(=O)Nc2ccccc2Cl)n(Cc2ccccc2)c2ccccc12` gave 697 NFkB inh 14, Gli-Sufu block 8, Jurkat NFkB inh -5, CCR6 antag 5, Apaf-1 inh 13, EBI2 antag 24, UBC13 polyUb -4 and SENP8 inh -9.
CC(C)C(C(=O)NC(C)(C)C)N1C(=O)c2ccccc2C1=O (stereo not drawn) was read as 697 NFkB inh -15, Gli-Sufu block -10, Jurkat NFkB inh 1, CCR6 antag 6, Apaf-1 inh 18, EBI2 antag -2, UBC13 polyUb -2 and SENP8 inh -1.
Screening CC(C)CCNC(=O)c1onc(CSc2nc3ccccc3[nH]2)c1C(=O)NCCC(C)C returned 697 NFkB inh 4, Gli-Sufu block 7, Jurkat NFkB inh 13, CCR6 antag 6, Apaf-1 inh 16, EBI2 antag 16, UBC13 polyUb 18 and SENP8 inh 0.
Screening O=C(Nc1cccc(-c2cn3cccnc3n2)c1)c1ccc(Br)o1 returned 697 NFkB inh -1, Gli-Sufu block -2, Jurkat NFkB inh -3, CCR6 antag -14, Apaf-1 inh 15, EBI2 antag -5, UBC13 polyUb 9 and SENP8 inh 0.
Screening Clc1ccccc1COc1ccc(/C=N/n2cnnc2)cc1 returned 697 NFkB inh -11, Gli-Sufu block -1, Jurkat NFkB inh 2, CCR6 antag 1, Apaf-1 inh 8, EBI2 antag -3, UBC13 polyUb 4 and SENP8 inh -3.
COc1ccc(CCNC(=O)c2cc3c(=O)n4cccc(C)c4nc3s2)cc1OC was read as 697 NFkB inh 11, Gli-Sufu block 8, Jurkat NFkB inh -1, CCR6 antag 5, Apaf-1 inh 4, EBI2 antag -1, UBC13 polyUb 9 and SENP8 inh 3.

A draw from above in order of number of heavy atoms, descending:
For O=C(CCn1c(=O)c2ccccc2n(Cc2cc(=O)n3ccccc3n2)c1=O)NCc1ccco1 the results were 697 NFkB inh 10, Gli-Sufu block -9, Jurkat NFkB inh 10, CCR6 antag 7, Apaf-1 inh -2, EBI2 antag -36, UBC13 polyUb 0 and SENP8 inh -4.
Screening C=C1C[C@H]2[C@@H]3C=C(C)C4=CC(=O)CC[C@]4(C)[C@H]3CC[C@]2(C)[C@@]1(OC(C)=O)C(C)=O returned 697 NFkB inh 5, Gli-Sufu block 10, Jurkat NFkB inh 9, CCR6 antag 9, Apaf-1 inh 12, EBI2 antag 5, UBC13 polyUb -9 and SENP8 inh -13.
For O=C(NCC(c1cccnc1)N1CCN(c2ccccc2)CC1)c1ccco1 (stereo not drawn) the results were 697 NFkB inh 8, Gli-Sufu block -8, Jurkat NFkB inh 6, CCR6 antag 9, Apaf-1 inh 0, EBI2 antag -8, UBC13 polyUb -2 and SENP8 inh -3.
Screening Clc1ccccc1COc1ccc(/C=N/n2cnnc2)cc1 returned 697 NFkB inh -11, Gli-Sufu block -1, Jurkat NFkB inh 2, CCR6 antag 1, Apaf-1 inh 8, EBI2 antag -3, UBC13 polyUb 4 and SENP8 inh -3.

Carrying on:
`CC(=O)N=c1sc2nc3ccccc3nc2n1N(C(C)=O)C(C)=O` gave 697 NFkB inh -29, Gli-Sufu block 1, Jurkat NFkB inh 2, CCR6 antag -8, Apaf-1 inh 2, EBI2 antag -1, UBC13 polyUb -10 and SENP8 inh -1.
Screening C=CCn1c(Sc2ncc([N+](=O)[O-])s2)n[nH]c1=O returned 697 NFkB inh -3, Gli-Sufu block -1, Jurkat NFkB inh 19, CCR6 antag 56*, Apaf-1 inh 3, EBI2 antag 6, UBC13 polyUb 0 and SENP8 inh -8.
Screening O=S(=O)(c1ccc(SCCOc2ccc(Cl)cc2)nc1)N1CCCC1 returned 697 NFkB inh -4, Gli-Sufu block 1, Jurkat NFkB inh -4, CCR6 antag 14, Apaf-1 inh 9, EBI2 antag 8, UBC13 polyUb 8 and SENP8 inh 3.
For COc1ccc(N2C(=O)CC(S/C(N)=N/N=C/c3ccnc4ccccc34)C2=O)cc1 (stereo not drawn) the results were 697 NFkB inh -10, Jurkat NFkB inh -11, Apaf-1 inh 3, UBC13 polyUb -14 and SENP8 inh -14.
Screening CCNC(=S)N1N=C2c3ccccc3CCC2C1c1ccc(F)cc1 (stereo not drawn) returned 697 NFkB inh -24, Gli-Sufu block 6, Jurkat NFkB inh 42, CCR6 antag 10, Apaf-1 inh 13, EBI2 antag 5, UBC13 polyUb -1 and SENP8 inh -4.
For COc1ccc(OCCNC2CCCC2)cc1 the results were 697 NFkB inh -3, Gli-Sufu block -2, Jurkat NFkB inh -5, CCR6 antag -7, Apaf-1 inh 4, EBI2 antag -7, UBC13 polyUb -17 and SENP8 inh -12.
Screening Cc1ccc2c(CN3CCN(Cc4ccc5c(c4)OCO5)CC3)cc(=O)oc2c1C returned 697 NFkB inh -20, Gli-Sufu block 9, Jurkat NFkB inh -31, CCR6 antag 2, Apaf-1 inh 10, EBI2 antag -7, UBC13 polyUb -2 and SENP8 inh 0.
Screening S=c1[nH]nc(Nc2ccccc2Cl)s1 returned 697 NFkB inh -4, Gli-Sufu block -2, Jurkat NFkB inh -2, CCR6 antag -11, Apaf-1 inh -12, EBI2 antag -2, UBC13 polyUb -6 and SENP8 inh -2.
`C[C@H](CO)N1C[C@H](C)[C@H](CN(C)Cc2ccccc2)Oc2c(NC(=O)Nc3ccc(F)cc3)cccc2C1=O` gave 697 NFkB inh 11, Gli-Sufu block 31, Jurkat NFkB inh 4, CCR6 antag 2, Apaf-1 inh 9, EBI2 antag 0, UBC13 polyUb 15 and SENP8 inh -2.
`CCOC(=O)N1CCN(S(=O)(=O)c2ccc3c(c2)oc(=O)n3C)CC1` gave 697 NFkB inh -6, Gli-Sufu block 2, Jurkat NFkB inh 0, CCR6 antag -10, Apaf-1 inh 5, EBI2 antag -7, UBC13 polyUb -16 and SENP8 inh -5.
O=C(c1ccccc1)N1CCN(C(=O)c2ccc3c(c2)OCCO3)CC1 was read as 697 NFkB inh 0, Gli-Sufu block -2, Jurkat NFkB inh 9, CCR6 antag -7, Apaf-1 inh 3, EBI2 antag 3, UBC13 polyUb -10 and SENP8 inh 0.
O=C(COc1ccc(Cl)cc1)N1CCN(Cc2ccc3c(c2)OCO3)CC1 was read as 697 NFkB inh -6&7, Gli-Sufu block -4&3, Jurkat NFkB inh -5&4, CCR6 antag -1&7, Apaf-1 inh 20&7, EBI2 antag 87*, UBC13 polyUb 4&-6 and SENP8 inh -11&-10.
`COC(=O)c1ccc(/C=C/c2ccc3cccc(OC)c3n2)cc1` gave 697 NFkB inh -27, Gli-Sufu block 18, Jurkat NFkB inh -21, CCR6 antag 13, Apaf-1 inh 10, EBI2 antag 32, UBC13 polyUb 16 and SENP8 inh 14.
For CC(Nc1ccccc1)C(=O)Nc1ccc(F)cc1 (stereo not drawn) the results were 697 NFkB inh 19, Gli-Sufu block -3, Jurkat NFkB inh 7, CCR6 antag 36, Apaf-1 inh -8, EBI2 antag -2, UBC13 polyUb 8 and SENP8 inh 7.
For COc1ccc(C(=O)NC2CCCc3ccccc32)cc1S(=O)(=O)N1CCOCC1 (stereo not drawn) the results were 697 NFkB inh -2, Gli-Sufu block 2, Jurkat NFkB inh -5, CCR6 antag 7, Apaf-1 inh 8, EBI2 antag -5, UBC13 polyUb -20 and SENP8 inh -15.
